# D2 antag: HTS Assay for Allosteric Antagonists of the Human D2 Dopamine Receptor: Primary Screen for Antagonists. D(2) dopamine receptor (Homo sapiens), P14416. HEK293 TREx D2 cells, calcium flux, dopamine EC80. inhibition, % at 10 µM. actives 2% (n = 340,000); in the data active means inhibition above about 30%; further: 0% is about no effect
#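 Compounds are added to dye-loaded, induced HEK293 T-REx cells coupled to calcium release via D2; after a 3 min kinetic read an EC80 dopamine stimulus is given and fluorescence is recorded for 3 more min.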
# TrxR1 inh: qHTS Assay for Inhibitors of Mammalian Selenoprotein Thioredoxin Reductase 1 (TrxR1): qHTS | AID 588453, 2011 | Potency, µM (titrated, usually from 114 µM), for inactives: at the top dose activity change, negative = inhibition, actives largely listed as inhibitors | recombinant rTrxR1, NADPH fluorescence consumption, selenite substrate | Thioredoxin reductase 1, cytoplasmic (Rattus norvegicus), O89049 | actives 1% (n = 390,000); further: potency means the concentration at half of the fitted maximal effect; on the % scale 0 is the no-effect control and ±100 the full control effect; nearly all actives have a fitted effect of over 65% in size
# Target sequence (O89049 whole entry, looked up): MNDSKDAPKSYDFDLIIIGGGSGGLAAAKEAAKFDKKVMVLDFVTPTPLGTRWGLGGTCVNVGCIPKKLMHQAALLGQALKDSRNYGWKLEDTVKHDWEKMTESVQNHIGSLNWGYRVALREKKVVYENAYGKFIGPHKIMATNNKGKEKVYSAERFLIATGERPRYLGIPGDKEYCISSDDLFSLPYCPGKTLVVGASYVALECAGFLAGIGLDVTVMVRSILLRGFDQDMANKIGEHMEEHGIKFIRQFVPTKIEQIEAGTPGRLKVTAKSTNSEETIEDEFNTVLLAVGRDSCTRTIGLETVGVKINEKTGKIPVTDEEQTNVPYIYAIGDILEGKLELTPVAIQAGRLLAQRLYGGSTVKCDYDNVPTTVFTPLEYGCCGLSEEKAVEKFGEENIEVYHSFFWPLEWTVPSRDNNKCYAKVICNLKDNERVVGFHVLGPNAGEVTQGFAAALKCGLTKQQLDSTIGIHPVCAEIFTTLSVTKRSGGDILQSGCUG
#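 Rat TrxR1 (90 nM in the dispensed reagent) was pre-reduced with 400 uM NADPH for 5 min at room temperature, then incubated with compound for 15 min. After 400 uM selenite was added, NADPH fluorescence (Ex 340/Em 450 nm) was followed for 8 min.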
# TRHR ag: qHTS for Small Molecule Agonists and Allosteric Enhancers of Human TRH Receptor: Primary Screen for Agonists. Thyrotropin-releasing hormone receptor (Homo sapiens), P34981. TRHR cells, calcium flux fluo-8, FDSS agonist mode. activation, % at 2 µM. actives 0.18% (n = 360,000). AID 493084, 2011; in the data active means activation above about 30%; further: 0% is about no effect
# Target sequence (P34981 whole entry, looked up): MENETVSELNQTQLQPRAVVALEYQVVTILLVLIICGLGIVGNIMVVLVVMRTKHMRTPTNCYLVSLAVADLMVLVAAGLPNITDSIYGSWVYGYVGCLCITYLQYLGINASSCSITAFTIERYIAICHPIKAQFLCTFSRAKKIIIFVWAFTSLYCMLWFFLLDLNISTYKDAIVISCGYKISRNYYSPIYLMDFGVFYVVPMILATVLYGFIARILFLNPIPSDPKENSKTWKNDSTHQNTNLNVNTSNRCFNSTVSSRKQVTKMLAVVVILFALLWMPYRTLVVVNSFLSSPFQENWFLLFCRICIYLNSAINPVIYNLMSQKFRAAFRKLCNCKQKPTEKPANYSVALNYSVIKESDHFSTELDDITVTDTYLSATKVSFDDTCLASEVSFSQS
#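 TRHR-expressing cells loaded with fluo-8 calcium dye; 23 nL library compound pin-transferred, kinetic FDSS fluorescence (Ex 480/Em 530) recorded about 180 s for agonist-induced calcium release, before a 10 nM TRH EC20 addition for potentiator mode.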
# mIDH1 inhibitor: qHTS for Inhibitors of mutant isocitrate dehydrogenase 1 (IDH1): qHTS | Isocitrate dehydrogenase [NADP] cytoplasmic (Homo sapiens), O75874 | IDH1-R132H enzyme, NADPH consumption, diaphorase/resazurin fluorescence | Potency, µM (doses to about 76.6 µM), inactives show top-dose activity change, negative = inhibition, actives largely listed as inhibitors | actives 0.093% (n = 390,000); further: potency means the concentration at half of the fitted maximal effect; on the % scale 0 is the no-effect control and ±100 the full control effect; nearly all actives have a fitted effect of over 65% in size
#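 IDH1-R132H (0.5 ug/mL) preincubated 30 min with compound, then NADPH (0.016 mM) and alpha-KG (2 mM) added; 80 min at RT, pH 7.5. Remaining NADPH coupled via diaphorase/resazurin to fluorescence (540/590 nm); concentration-response curves normalized to no-enzyme control.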
# D2 ag: HTS Assay for Allosteric Agonists of the Human D2 Dopamine Receptor: Primary Screen for Agonists; D(2) dopamine receptor (Homo sapiens), P14416; HEK293 T-REx D2 cells, calcium flux agonist mode; activation, % at 2 µM; actives 0.53% (n = 340,000);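 active means activation over 3 SD above normal in the single-dose calcium agonist read, cut at about 30% in these data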; further: 0% is about no effect
#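 Agonism is scored from calcium flux in a force-coupled, inducible HEK293 cell line expressing D2, read kinetically for 180 s after compound addition against dopamine controls.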
# TRHR PAM: qHTS for Small Molecule Agonists and Allosteric Enhancers of Human TRH Receptor: Primary Screen for Enhancers; TRHR cells, fluo-8 calcium fluorescence, EC20 TRH enhancement; enhancement, % at 2 µM; actives 0.66% (n = 360,000); in the data active means enhancement above about 30%; further: 0% is about no effect
#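 Enhancer read-out: after compound pinning and an initial kinetic agonist-mode read, an EC20 of TRH (10 nM final) was injected and fluo-8 calcium signal (Ex 480/Em 530) followed at 1 s/cycle for 100 cycles in TRHR-expressing cells.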
# USP1-UAF1 inh: Inhibitors of USP1/UAF1: Primary Screen. Ubiquitin carboxyl-terminal hydrolase 1 (Homo sapiens), O94782. recombinant USP1/UAF1, Ub-Rhodamine cleavage fluorescence. Potency, µM (series often up to 57.1 µM), inactives show at the highest dose activity change, negative = inhibition, actives largely listed as inhibitors. actives 0.23% (n = 390,000). AID 743255, 2014; further: potency means the concentration at half of the fitted maximal effect; on the % scale 0 is the no-effect control and ±100 the full control effect; nearly all actives have a fitted effect of over 60% in size; inactives centre near -12
#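 USP1/UAF1 complex (1 nM) preincubated 15 min at room temperature with compound, then Ub-Rho substrate (150 nM final) added. Kinetic fluorescence at 480/540 nm over 6 reads at 60 s intervals; 50 mM HEPES pH 7.8, 0.5 mM EDTA, 0.1 mg/ml BSA, 1 mM TCEP, 0.01% Tween-20.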
# TrxR1 substrate: qHTS Assay for Substrates of Mammalian Selenoprotein Thioredoxin Reductase 1 (TrxR1): qHTS. purified TrxR1 substrate turnover, NADPH consumption readout. AID 588456, 2011. Potency, µM (titrated, usually from 114 µM), for the others: at the highest dose activity change, negative = substrate turnover. actives 0.01% (n = 390,000); further: potency means the concentration at half of the fitted maximal effect; on the % scale 0 is the no-effect control and ±100 the full control effect; nearly all actives have a fitted effect of over 50% in size
#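 Rat TrxR1, dispensed at 90 nM, was prereduced with 400 uM NADPH (final) for 5 min at ~22 deg C, then incubated with compound 15 min before 400 uM selenite. A first-read NADPH fluorescence drop versus no-compound background flagged substrates.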
# PI4K2A block: qHTS for small molecular inhibitors of PI4K2A. purified PI4K2A, ADP-Glo luminescence, 1 h; hits give low values. activity change, negative = inhibition, % at 76.9 µM. AID 1346378, 2018. actives 0.13% (n = 420,000); in the data active means activity change below about -50%; inconclusive means mostly about -30% to -49%;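 further: -100% = wells without enzyme as full effect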
#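 Compounds are screened against recombinant PI4K2A using PI as substrate and ATP, the latter dispensed at 300 microM. Reactions run one hour at ambient temperature before ADP-Glo detection; full inhibition defined by wells lacking enzyme.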
# The depositor's hits bear a star; u = inconclusive; x = not tested or not shown; & = joins results of further samples; [ ] = another dose, or the depositor's remark. Unless noted, the call rests on the fitted dose curve; in most records, active means well fitted inhibition curve with a large enough effect; inconclusive means small, poorly fitted or top-dose-only effect; inactive means no such curve, though single readings can be large or run the other way.
SMILES,D2 antag,TrxR1 inh,TRHR ag,mIDH1 inhibitor,D2 ag,TRHR PAM,USP1-UAF1 inh,TrxR1 substrate,PI4K2A block
CC(OC(=O)c1cccs1)C(=O)NCC1CCCO1 (stereo unspecified),11,-12%,-0.1,3%,-2.6,5,4%,-14%,-1
CCOc1ccc(OCCC(=O)NNC(=O)c2ccccc2Cl)cc1,-9,-16%,-0.8,9%,-0.3,-3,-13%,-9%,2
O=C(CN1C(=O)C2CC=CCC2C1=O)Nc1ccc(OC(F)(F)F)cc1 (stereo unspecified),-5,-6%,-0.3,-8%,0.1,-2,-17%,-5%,-9
CCOP(=O)(OCC)C(NC(=O)C(F)(F)F)c1ccccc1 (stereo unspecified),0,7%,-0.4,-1%,-0.4,3,-6%,11%[57.1 µM],0
Cc1ccc(C)c(N=C2CCCN2Cc2ccccc2)c1C#N,-11,2%,-0.5,3%,0.3,8,-16%,5%[57.1 µM],-3
CCN(CC(=O)Nc1ccc(NC(C)=O)cc1)C(=O)c1cccc(-n2cccc2)c1,-4,-14%,0.3,5%,0.1,-2,-13%,-4%,-5
CCOC(=O)c1c(C)cc(O)cc1O,x,6%,x,21%,x,x,-2%,0%,-4
CC1(C)CC(=O)C2=C(C1)Nc1ccccc1NC2c1ccccc1F (stereo unspecified),4,2%,0.3,-1%,1.0,-3,-24%,-9%,-1
NCCS(=O)(=O)NC1CCCCC1,-6,28%[57.1 µM],-1.5,13%,0.4,22,-15%,9%[57.1 µM],4
COc1cc(CN(C(=O)c2ccc(C)cc2)c2ccccn2)cc(OC)c1OC,x,21%,-0.3,-9%,0.4,3,-23%,0%,-7
Cc1ccc(S(=O)(=O)NC(C)(C)CSc2nncn2N)cc1,4,3%[57.1 µM],-0.7,2%,-0.3,-6,-11%,8%[57.1 µM],12
Cc1onc(-c2ccccc2)c1-c1n[nH]c(=S)n1-c1ccc(C(=O)O)cc1,-6,-15%,0.6,10%,-0.3,2,-15%,1%,-17
CC1=NN(c2ccccc2)C(=O)C1C=Nc1ccccc1O (stereo unspecified),3,-3%,0.7,-2%,0.1,3,u,-9%,-5
CCN(CC)c1ccc([N+](=O)[O-])cc1/C=N/NC(=O)CC#N,-3,-16%,1.4,-1%,0.8,29,-15%,-14%,0
Cc1cc(C(=O)NCC(=O)OCC(=O)N(C)C2CCCCC2)ccc1[N+](=O)[O-],-4,20%,-0.2,5%,0.4,-3,-6%,5%,-4
COc1ccc(Cl)cc1S(=O)(=O)N1CCCC(C(=O)N2CCOCC2)C1 (stereo unspecified),16,2%,-2.6,2%,0.1,4,-10%,-4%,1
Cn1nc(C(F)(F)F)c2cc(C(=O)O)sc21,7,18%[57.1 µM],0.3,5%,0.1,-4,-13%,-18%[57.1 µM],-9
O=C(NCCc1ccccc1)c1ccc(CSc2nc3ccncc3n2Cc2ccc(F)cc2)cc1,x,14%,0.4,15%,1.0,16,u,2%,2
CC(=O)C1=C(O)C(=O)N(c2ccc(S(N)(=O)=O)cc2)C1c1cccc([N+](=O)[O-])c1 (stereo unspecified),5,-18%,-0.3,11%,0.0,-2,-12%,-14%,-4
O=C(Nc1ccncc1)c1c(F)c(F)c(F)c(F)c1F,11,11%[57.1 µM],-1.3,-2%,0.1,2,-25%,7%[57.1 µM],5
CCOC(=O)c1ccc2c(c1)nc(SCC(=O)N1CCOCC1)n2CC,-23,1%,-0.6,-2%,0.4,1,-10%,1%,-5
CCOC(=O)C(C)NC(=O)c1c2c(nc3ccccc13)C(=O)N(C1CCCCC1)C2 (stereo unspecified),x,23%[57.1 µM],0.5,-18%,x,2,-9%,5%[57.1 µM],2
CN(C)C=NC(=O)/C(C#N)=C1\CCc2ccccc2N1,-7,1%[57.1 µM],-0.1,2%,0.1,2,-19%,4%[57.1 µM],-2
O=C(NCCNC(=O)c1cc(OCC(F)(F)F)ccc1OCC(F)(F)F)Nc1ccccc1,0,3%,-0.1,4%,-0.5,-6,-22%,-7%,-2
CCn1cc(C(=O)NCCCN(CC(C)C)CC(C)C)c(=O)c2cc(S(=O)(=O)N3CCOCC3)ccc21,-8,-5%,-1.1,3%,-2.1,4,-11%,-8%,8
SMILES,D2 antag,TrxR1 inh,TRHR ag,mIDH1 inhibitor,D2 ag,TRHR PAM,USP1-UAF1 inh,TrxR1 substrate,PI4K2A block
CC(=O)c1ccc(S(=O)(=O)Nc2cccc(-c3ccc(N4CCCCCC4)nn3)c2)cc1,x,-3%[57.1 µM],0.1,6%,-0.7,-2,u,-7%[57.1 µM],-6
COc1ccccc1CNC(=O)N1CCN(S(=O)(=O)c2ccc(Cl)cc2)CC1,-10,9%,0.2,1%,-0.1,-2,-17%,1%,0
O=C(COc1ccccc1)n1nc(-c2ccc(Cl)cc2)nc1NCc1ccco1,2,10%,-1.9,5%,0.6,9,-13%,0%,-1
Cc1ccc(S(=O)(=O)CCC(=O)N(Cc2nnc(-c3ccc(Cl)cc3)o2)C2CC2)cc1,6,22%,1.4,1%,0.5,-2,-16%,-1%,-3
Cc1[nH]c2ccccc2c1SCC(=O)N1CCCCCC1,-1,15%,-0.2,-2%,1.6,-5,-25%,-1%,1
CC(=O)c1ccc(N/N=C(/C(N)=O)C2=NC(C)(C)Cc3ccccc32)cc1,x,-19%,0.0,3%,x,7,-19%,-18%,2
Cc1c(Cl)cccc1NC(=O)Nc1ccc2snnc2c1,x,12%,2.3,13%,x,-1,-35%,1%,-4
CCN(CC)C(=O)[C@H]1CC(CC(=O)NCCN2CCOCC2)C(=O)N2CCc3c([nH]c4ccc(OC)cc34)[C@]12C (stereo partly specified),x,16%,x,-11%,x,x,-27%,0%,-2
CCOC(=O)[C@H]1[C@H]2COc3ccccc3[C@@H]2N2C(=O)CN(Cc3ccc(C)cc3)C(=O)[C@@]12C,x,4%[57.1 µM],x,-8%,x,x,4%,-4%,-4
COCCCNC(=O)C(C)n1c2ccccc2c2cnn(C)c(=O)c21 (stereo unspecified),x,-1%,-0.1,19%,0.1,4,-24%,9%,-2
COc1ccc(-c2noc(CSc3nnc(-c4ccncc4)n3-c3ccc(C)cc3)n2)cc1OC,x,8%,0.0,4%,3.3,-3,-24%,3%,-1
CS(=O)(=O)Oc1ccc(/C=N/NC(=O)c2ccncc2)cc1,x,-12%,0.3,6%,x,10,-11%,-12%,4
Cc1onc(C(=O)N2CCOCC2)c1[N+](=O)[O-],-3,21%,0.6,-6%,0.4,4,-19%,4%,-4
Cc1cc2ncn(CCCCOc3ccccc3)c2cc1C,-3,9%&2%,-0.2&-0.2,17%&7%,-0.9,7&-2,5%&-10%,2%,0&-3
CCc1nc(C)cn1S(=O)(=O)c1cc(C)c(OC)cc1C,-20,11%,-0.1,11%,64*,2,-20%,5%,2
O=[N+]([O-])c1ccc(S(=O)(=O)N(CC(O)CN2CCCCC2)c2ccccc2)cc1 (stereo unspecified),3,25%[57.1 µM],0.2,1%,-0.2,-1,-11%,12%[57.1 µM],1
COCCn1c(SCC(=O)NCc2ccco2)nnc1C(C)C,-12,u,0.5,7%,0.2,0,-11%,-14%,4
COC(=O)c1ccc(Sc2ccccn2)c([N+](=O)[O-])c1,-6,-9%,-0.4,9%,-1.9,10,0%,-12%,2
CC1CCc2c(sc3nc(CN4CCOCC4)nc(NS(=O)(=O)c4cccc([N+](=O)[O-])c4)c23)C1 (stereo unspecified),-17,-25%,-0.3,1%,-0.1,11,-6%,-17%,0
O=C(NC1CCCC1)C(c1ccccn1)N(C(=O)c1csnn1)c1ccc(F)cc1 (stereo unspecified),-4,4%[57.1 µM],-0.3,-2%,0.0,-3,-18%,4%[57.1 µM],4
Cc1cc(C)c(C#N)c(Oc2ccc(F)cc2)n1,0,26%,0.1,0%,0.9,7,-6%,11%,-24
CCOc1ccccc1CNC(=O)c1cc2c(=O)n(Cc3ccccc3)ccc2nc1C,x,7%[57.1 µM],0.6,-4%,0.9,2,-13%,12%[57.1 µM],0
O=S1(=O)CCOC[C@H](CC2CCCCC2)N1Cc1cccc(Cl)c1,-15,20%[57.1 µM],0.3,9%,0.4,14,-18%,10%[57.1 µM],0
Cc1ccc(NC(=O)c2nc(S(=O)(=O)Cc3ccc(F)cc3)ncc2Cl)cc1C,x,2.8µM*,2.2,-7%,2.2,-15,-21%,8%,14

# Looked up one by one from the entries so far:
SMILES,D2 antag,TrxR1 inh,TRHR ag,mIDH1 inhibitor,D2 ag,TRHR PAM,USP1-UAF1 inh,TrxR1 substrate,PI4K2A block
CS(=O)(=O)Oc1ccc(/C=N/NC(=O)c2ccncc2)cc1,x,-12%,0.3,6%,x,10,-11%,-12%,4
COc1ccccc1CNC(=O)N1CCN(S(=O)(=O)c2ccc(Cl)cc2)CC1,-10,9%,0.2,1%,-0.1,-2,-17%,1%,0
CCc1nc(C)cn1S(=O)(=O)c1cc(C)c(OC)cc1C,-20,11%,-0.1,11%,64*,2,-20%,5%,2
Cc1cc(C)c(C#N)c(Oc2ccc(F)cc2)n1,0,26%,0.1,0%,0.9,7,-6%,11%,-24
CC(=O)c1ccc(N/N=C(/C(N)=O)C2=NC(C)(C)Cc3ccccc32)cc1,x,-19%,0.0,3%,x,7,-19%,-18%,2
